# BAP1 block: inhibitors of BAP1 deubiquitinase, primary screen, biochemical, Ub-AMC fluorescence, kinetic | recombinant BAP1, Ub-AMC hydrolysis fluorescence kinetic; stronger effect = lower value | activity remaining (% of control), % at 20 µM | 72,000 tested, 0.48% active | AID 436, 2006;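 active means activity remaining at or below 50% of control, provided the compound also passes the data quality filters; inactive means the rest, including low values that fail the filters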;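 further: 100% = DMSO wells rate and 0% = substrate alone blank rate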
# Target sequence (Q92560 whole entry, looked up): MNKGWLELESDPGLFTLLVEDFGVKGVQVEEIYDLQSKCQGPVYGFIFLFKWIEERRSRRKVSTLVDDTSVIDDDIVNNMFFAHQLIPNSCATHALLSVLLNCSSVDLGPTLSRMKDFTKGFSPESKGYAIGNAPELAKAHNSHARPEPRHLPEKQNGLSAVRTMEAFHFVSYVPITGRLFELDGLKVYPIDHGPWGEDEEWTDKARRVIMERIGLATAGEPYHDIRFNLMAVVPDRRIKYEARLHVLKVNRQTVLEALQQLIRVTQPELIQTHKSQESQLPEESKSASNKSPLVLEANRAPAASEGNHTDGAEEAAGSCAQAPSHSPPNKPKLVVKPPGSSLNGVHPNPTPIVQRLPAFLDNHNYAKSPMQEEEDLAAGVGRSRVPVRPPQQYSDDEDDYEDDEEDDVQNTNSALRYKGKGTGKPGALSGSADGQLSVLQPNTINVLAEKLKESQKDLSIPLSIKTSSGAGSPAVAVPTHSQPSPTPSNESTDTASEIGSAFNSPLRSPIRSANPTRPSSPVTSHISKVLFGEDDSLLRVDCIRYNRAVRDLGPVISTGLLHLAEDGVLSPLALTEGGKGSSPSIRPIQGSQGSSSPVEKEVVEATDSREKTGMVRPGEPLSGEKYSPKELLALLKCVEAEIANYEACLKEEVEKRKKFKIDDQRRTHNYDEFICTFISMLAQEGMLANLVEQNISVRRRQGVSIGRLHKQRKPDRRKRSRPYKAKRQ
# HePTP inhibitor: inhibitors of human HePTP phosphatase, primary screen, biochemical, absorbance, leukemia target. recombinant HePTP phosphatase activity, OD absorbance. Tyrosine-protein phosphatase non-receptor type 7 (Homo sapiens), P35236. AID 521, 2006. 110,000 tested, 0.64% active. inhibition, % at 20 µM; in the data active means inhibition above about 50%;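 further: plate controls were vehicle for no effect and reference inhibitor for full effect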
# * = called active by the depositor; / = not tested or not shown; & = joins results of further samples.
# Start of the listing, in advance:
SMILES,BAP1 block,HePTP inhibitor
CCOC(=O)c1c(C)n(-c2ccc(OCC)cc2)c2ccc(O)cc12,/,6
CCNC(=O)COn1c(SCC(=O)NCC)nc2ccccc2c1=O,75,8

# All compounds of this part, from the start:
SMILES,BAP1 block,HePTP inhibitor
CCOC(=O)c1c(C)n(-c2ccc(OCC)cc2)c2ccc(O)cc12,/,6
CCNC(=O)COn1c(SCC(=O)NCC)nc2ccccc2c1=O,75,8
CC(C)c1nc(-c2c(N)n(C)c(=O)n(C)c2=O)sc1C(=O)C(C)(C)C,90,-12
Cc1nc2ncnn2c(C)c1CCC(=O)NCCC1=CCCCC1,99,-7
COc1ccc(C2(C(=O)NCC3CCCO3)CCOCC2)cc1 (stereo unspecified),117,4
C=CCN1C(=O)/C(=C\c2ccc([N+](=O)[O-])o2)C(=O)NC1=S,/,103*
CCOc1ccc(C(=O)NC(C)(C)C)cc1[N+](=O)[O-],/,7
C=CCN(c1nc(C)cc(OC)n1)S(=O)(=O)c1ccccc1,88,/
CC(=O)N1c2c(cc(Br)cc2S(=O)(=O)NCC2COc3ccccc3O2)CC1C (stereo unspecified),82,7
CCCCCCC(=O)NCC(=O)OCC(=O)c1ccccc1,93,-11
Cc1ccc(S(=O)(=O)N2CCN(Cc3cccnc3)CC2)cc1,/,1
CCN(CC)S(=O)(=O)c1cccc(-c2nnc(SC(C)C(=O)NCCC3=CCCCC3)o2)c1 (stereo unspecified),53,6
CN1C=CC(=C2C(=O)c3ccccc3C2=O)C=C1,108,10
O=C(NCC1COc2ccccc2O1)c1ccc(NC(=O)C2CCCO2)cc1 (stereo unspecified),/,3
COc1cccc(-c2noc(C3CCCN(C(=O)Cc4ccccc4)C3)n2)c1 (stereo unspecified),96,4
O=C(/C=C/c1cccc(C(F)(F)F)c1)Nc1ccccc1[N+](=O)[O-],/,-3
CCCCCCCNC1CC(=O)N(c2cccc(Cl)c2)C1=O (stereo unspecified),/,0
S=C(c1cn(-c2ccccc2)nc1-c1cccs1)N1CCOCC1,/,2
COc1ccc(NC(=O)CC23CC4CC(CC(C4)C2)C3)cc1,61,/
COCCCNC(=O)CN(c1cccc(Cl)c1)S(C)(=O)=O,95,1&-3
COc1cc(C(=O)N2CCN(C(=O)C3CC3)CC2)cc(OC)c1OC,100,3
Cn1c(=O)[nH]c(=O)c2c1nc(NCc1ccco1)n2CCCc1ccccc1,101,3
Cc1csc(NC(=O)c2cnc3ccccn3c2=O)n1,78,12
COc1ccc(CCN2CC(C(=O)O)CC2=O)cc1 (stereo unspecified),54,9
COc1ccc(NC(=O)Nc2cc(C(F)(F)F)cc(C(F)(F)F)c2)cc1OC,/,7
CN1CCCN(C(=O)c2ccc(Cl)c(S(=O)(=O)N(C)c3ccccc3)c2)CC1,/,0
CC1(C)CC(=O)c2sc(NC(=O)CN3CCOCC3)nc2C1,55,2
CCOC(=O)c1c(NC(=O)c2cccc(F)c2)sc2c1CCC2,/,-20
O=C(c1ccco1)N1CCN(c2nc3ccsc3c(=O)s2)CC1,87,8
NC(=O)c1ccc(NC(=O)c2sc3ccccc3c2Cl)cc1,/,-10
CCC(Sc1nccn1C)C(=O)Nc1nnc(C)s1 (stereo unspecified),100,1
O=C(/C=C/c1ccccc1)C1=C(O)C(=O)N(c2ccccn2)C1c1ccccc1F (stereo unspecified),/,-7
Cc1ccc(C)c(/C(O)=C2\C(=O)C(=O)N(CCCN3CCOCC3)C2c2cccnc2)c1 (stereo unspecified),88,3
CCc1ccccc1NC(=O)N[C@@H](C)C(=O)O,103,5
COc1ccc2c(Cl)c(C(=O)N3CCN(c4ccccc4)CC3)sc2c1,/,3
Cc1cc(Br)ccc1N1C(=O)CCC1=O,/,-6
C/C(=C1/SC(N2CCCC2)=NC1=O)c1ccc(Br)cc1,82,6
Cc1cccc(C)c1-n1c(C)cc(/C=N/NC(=O)c2ccncc2)c1C,/,-14
N#CCSc1n[nH]c2nc3c(c(=O)n12)C1(CCCC1)Cc1ccccc1-3,/,2
CCOC(=O)C1=C(C)Nc2nnnn2C1c1c[nH]c2ccccc12 (stereo unspecified),/,10

# Another view of some results above:
# The line under a structure holds: BAP1 block	HePTP inhibitor
> Cc1csc(NC(=O)c2cnc3ccccn3c2=O)n1
→ 78	12
> COc1ccc(CCN2CC(C(=O)O)CC2=O)cc1 (stereo unspecified)
→ 54	9
> COc1ccc(NC(=O)Nc2cc(C(F)(F)F)cc(C(F)(F)F)c2)cc1OC
→ /	7
> CN1CCCN(C(=O)c2ccc(Cl)c(S(=O)(=O)N(C)c3ccccc3)c2)CC1
→ /	0
> CC1(C)CC(=O)c2sc(NC(=O)CN3CCOCC3)nc2C1
→ 55	2

# Carrying on:
SMILES,BAP1 block,HePTP inhibitor
COc1cc([N+](=O)[O-])ccc1-c1ccc(/C=C2/SC(=S)N(c3ccccc3)C2=O)o1,/,8
COc1ccc(-c2nc(C#N)c(NCCCN(C)C)o2)cc1OC,/,2
CC1(c2ccco2)NC(=O)NC1=O (stereo unspecified),82,-1
CCN(CC)C(=O)CSc1nnc(-c2ccc(F)cc2)n1N,98,14
CN(C)c1ccc(/C=N/NC(=O)CNC(=O)c2ccncc2)cc1,/,5
COc1ccc(N2C(=O)CN=C2Nc2cccc(C)c2C)cc1OC,97,7
CC(=O)N1CCc2cc(NCc3ccc([N+](=O)[O-])cc3)ccc21,83,/
CCCOC(=O)c1ccc(NC(=O)CCC(=O)OCC)cc1,101,3
COc1ccc(C2C(C(=O)OC(C)C)=C(C)N=c3s/c(=C\c4cccs4)c(=O)n32)cc1 (stereo unspecified),/,2
O=C1[C@@H]2[C@H](C(=O)N1n1cnnc1)[C@H]1C=C[C@@H]2C1,102,6
O=C(N/N=C/C=N/NC(=O)c1cc(Br)ccc1O)c1cc(Br)ccc1O,/,-3
COc1ccccc1NC(=O)c1c(NC(=O)c2ccc([N+](=O)[O-])cc2)sc2c1CCCCC2,/,3
CC1NC(=O)NC1CCCCC(=O)O (stereo unspecified),105,2
CCOC(=O)c1ccccc1NC(=O)COc1ccc(C)cc1C,/,-17
CC1CCC(C(=O)NC(C(=O)N2CCN(c3ccccn3)CC2)C(C)C)CC1 (stereo unspecified),103,2
O=C(Cc1nn[nH]n1)NCc1ccccc1Cl,108,6
O=c1c(/C=C(\O)c2ccc([N+](=O)[O-])cc2)nc2ccccc2n1-c1ccccc1,/,7
CC(=O)N1c2ccccc2CC(N2CCCCC2)c2ccccc21 (stereo unspecified),/,5
O=C(NCc1ccccc1Cl)C(=O)Nc1ccccc1F,/,4
O=C(NCc1ccncc1)c1ccc(Cl)c(S(=O)(=O)N2CCOCC2)c1,/,-16
Cc1ccc(C)c(N2C(=O)C3C4CC(=O)C(c5ccccc54)C3C2=O)c1 (stereo unspecified),/,-6
CC1(C)CC(=O)C2=C(C1)Nc1ccccc1N(C(=O)c1ccc(Cl)cc1)C2c1ccco1 (stereo unspecified),/,-9
Nc1nc(C2C(=O)CCCC2=O)cs1,102,-5
O=c1c2[nH]c3ccc(Cl)cc3c2ncn1Cc1ccccn1,80,7
C=CCN1C(=O)/C(=C/c2cccc([N+](=O)[O-])c2)C(=O)NC1=S,/,10
C/C(CC(=O)N1CCCC1)=N\NC(=O)C(=O)Nc1ccccc1,/,3
O=C(Nc1nc2ccccc2n1CCN1CCOCC1)c1cn(-c2ccccc2)nc1-c1ccccc1,/,3
COc1cc2c(cc1OC)C(=O)NC1(CCCC1)C2,/,-15
CC(=O)c1ccc(-c2nc3ccccc3n2C)o1,/,9
Cc1ccc(OCC(=O)N2CCc3ccccc3C2)c(Br)c1,/,-5
O=C(Nc1ccc(-c2nc3ccccc3s2)c(O)c1)c1ccc(-c2cccc([N+](=O)[O-])c2)o1,/,28
COCCNC(=O)c1ccc(I)cc1,/,6
COCCn1c(-c2ccccc2)nc2oc3ccccc3c(=O)c2c1=O,102,6
O=C(Nc1ccc2c(c1)C(=O)c1ccccc1C2=O)c1cccnc1,/,33
Cc1ccc(S(=O)(=O)N2CCCC2C(=O)NCc2ccco2)cc1 (stereo unspecified),56,-10
c1ccc(-c2nn3c(-c4ccco4)nnc3s2)nc1,99,9
COC(=O)CN(C(=O)CSc1nnc(-c2cccc(OC)c2)o1)c1ccc(OC)cc1,114,4
CC1=C(C(=O)OCCc2ccccc2)C(c2cccc([N+](=O)[O-])c2)CC(=O)N1 (stereo unspecified),/,-9
CCN1C(=O)/C(=C\N2CCN(C)CC2)SC1=S,96,3
Cc1ccc(-n2ncc3c(=O)[nH]cnc32)c(C)c1,107,-11
COC(=O)c1cc2ccsc2n1CC(=O)Nc1ccc(N(C)C)cc1,/,-2
COc1ccc2ccccc2c1C1N=C(SCc2ccc(F)cc2)NC(C)=C1C(C)=O (stereo unspecified),150,/
COc1ccc(N(CC(=O)Nc2ccc(C)c(C)c2)S(=O)(=O)c2c(C)n[nH]c2C)cc1,96,3
O=C(COC(=O)Cc1ccsc1)NC1CCCCCC1,95,12
CCCCC[C@H](O)/C=C/C1=C(CCCCCCC(=O)O)C(=O)CC1,74,9
O=S(=O)(c1ccc(N2CCN(S(=O)(=O)c3ccc4c(c3)OCCO4)CC2)nc1)N1CCCC1,59,2
C=CCn1c(SCc2ccc(Cl)cc2)nc2c1c(=O)[nH]c(=O)n2C,/,8
O=C(CN1C(=O)/C(=C/c2ccccc2)SC1=S)Nc1cc([N+](=O)[O-])ccc1O,/,-11
COc1cc(C=NN2CCN(c3ccc(Cl)cc3)CC2)ccc1OCc1ccccc1,/,-1
COc1ccc(OCC(=O)Nc2ccc3ccccc3c2)cc1,231,12
COc1ccc(OC)c(NC(=O)c2ccc(C)c(C)c2)c1,/,8
Cn1c(OCc2ccc3c(c2)OCO3)nc2c1c(=O)n(Cc1cccc(Cl)c1)c(=O)n2C,89,4
CCOC(=O)c1nnn(-c2nonc2NC(C)=O)c1C,97,0
CCN1C(=O)CC(N2CCC(C(=O)N3CCOCC3)CC2)C1=O (stereo unspecified),135,5
COc1ccccc1CNC(=O)c1ccc(CS(=O)(=O)c2ccccc2OC)o1,97,1
N#CC1=C(N)Oc2n[nH]c(-c3ccc(F)cc3)c2C1c1cccc(OC(=O)N2CCOCC2)c1 (stereo unspecified),90,1
Cc1c(NC(=O)CSc2nc3c(cnn3-c3ccccc3)c(=O)[nH]2)c(=O)n(-c2ccccc2)n1C,111,7
Cc1c(C(=O)O)oc2ccc(S(=O)(=O)NCc3ccc(F)cc3)cc12,105,-4
O=c1c2ccccc2nc(/C=C\c2ccccc2O)n1-c1cccc2ccccc12,/,-2
CCOC(=O)C(C)n1cnc2c(oc3ccccc32)c1=O (stereo unspecified),83,-6

# 2 compounds drawn at random from the list so far:
SMILES,BAP1 block,HePTP inhibitor
COc1ccc(OCC(=O)Nc2ccc3ccccc3c2)cc1,231,12
COC(=O)c1cc2ccsc2n1CC(=O)Nc1ccc(N(C)C)cc1,/,-2

# Other results:
SMILES,BAP1 block,HePTP inhibitor
Cc1noc(C)c1COC(=O)COc1ccc2c(C)cc(=O)oc2c1,65,9
CCCOC(=O)CCc1n[nH]c(=O)[nH]c1=O,108,7
CCOC(=O)N1CCC(N2C(=O)c3ccccc3C2Nc2ccc(Cl)cn2)CC1 (stereo unspecified),84,4
O=C(COC(=O)C1(c2ccccc2F)CCCC1)N1CCN(C(=O)c2ccco2)CC1,/,4
COC(=O)c1ccccc1NC(=O)c1nc2nc(C)cc(C(F)F)n2n1,150,-6
O=C(CSc1nnnn1-c1ccccc1)Nc1ccccc1[N+](=O)[O-],/,-5
O=C(c1ccco1)N1CCN(C(=O)c2cnn3c(C(F)(F)F)cc(-c4cccs4)nc23)CC1,98,4
O=C(CCNS(=O)(=O)c1cccc2nonc12)N1CCN(c2cccc(Cl)c2)CC1,90,7
O=C(CCN1C(=O)c2ccccc2C1=O)NC1=NCCS1,113,1
COc1ccccc1CNc1n[nH]c(NCc2ccccc2OC)n1,99,12
Cc1c(NC(=O)COc2ccc(Br)cc2)c(=O)n(-c2ccccc2)n1C,56,/
CCOC(=O)C1CCCN(C(=O)C2CCCN(S(C)(=O)=O)C2)C1 (stereo unspecified),106,-6
O=C(NCC1CCCO1)c1cccc(-n2cnnn2)c1 (stereo unspecified),104,4
O=C(Cc1ccc(Br)cc1)Nc1ccccc1,/,0
Cc1cc2oc(=O)cc(CN3CCN(C/C=C/c4ccccc4)CC3)c2cc1O,96,-4
O=P(O)(CCCP(=O)(O)CCc1ccccc1)CCc1ccccc1,89,4

# Of the compounds above, these have a cyano group:
SMILES,BAP1 block,HePTP inhibitor
N#CCSc1n[nH]c2nc3c(c(=O)n12)C1(CCCC1)Cc1ccccc1-3,/,2
COc1ccc(-c2nc(C#N)c(NCCCN(C)C)o2)cc1OC,/,2
N#CC1=C(N)Oc2n[nH]c(-c3ccc(F)cc3)c2C1c1cccc(OC(=O)N2CCOCC2)c1 (stereo unspecified),90,1
